Assay outcomes from PubChem.
NR5A2 inv ag = LRH-1 (NR5A2) inverse agonists, primary screen, cell-based, luminescence, HEK293T, StAR-luciferase reporter; Nuclear receptor subfamily 5 group A member 2 (Homo sapiens), O00482; LRH-1 transfected, 24 h; inhibition, % at 3.6 µM; 0.13% of 360,000 active; AID 602396, 2012;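 active = inhibition above the mean inhibition of all tested compounds plus 3 SD, cut at about 73% in these data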;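 note: 0% = DMSO wells and 100% = reporter-only cells lacking LRH-1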
ABHD5 PLIN5 PPI = ABHD5-PLIN5 interaction inhibitors, primary screen, cell lysate, split luciferase complementation, luminescence. inhibition, % at 4 µM. 0.78% of 360,000 active. Split G. princeps luciferase complementation, 4 h. AID 602281, 2012. Perilipin-5 (Homo sapiens) + 1-acylglycerol-3-phosphate O-acyltransferase ABHD5 (Homo …;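 active = inhibition above the mean inhibition across every tested compound plus 3 SD, cut at about 22% in these data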;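 note: 0% = DMSO only wells and the 100% control is not disclosed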
NOD2 RIPK2 PPI = NOD2-RIPK2 binding disruptors in cells, primary screen, fluorescence, CHO cells, BLA complementation. Receptor-interacting serine/threonine-protein kinase 2 (Homo sapiens), O43353. CCF4 ratio. inhibition, % at 4.98 µM. 0.38% of 360,000 active. AID 624267, 2012; in the data active = inhibition above about 21%;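 note: 0% = vehicle only and 100% = reference blocker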
NCOA2 inhibitor = inhibition of GAL4-SRC2 driven luciferase reporter, primary screen, SRC2 inhibitor project, cell-based, luminescence; Nuclear receptor coactivator 2 (Homo sapiens), Q15596; HEK293 GAL4-SRC2 luciferase reporter; inhibition, % at 9 µM; 0.17% of 370,000 active;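 active = inhibition above the mean inhibition of all tested compounds plus 3 SD, set per campaign, cut at about 52% in these data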;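 note: 0% = DMSO treated cells and 100% = cells given Gossypol at 36 µM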
NCOA1 inh = SRC1 coactivator transcriptional activity inhibitors, primary screen, cell-based, luminescence | Nuclear receptor coactivator 1 (Homo sapiens), Q15788 | HEK293 GAL4-SRC1 luciferase reporter | inhibition, % at 3.6 µM | 0.12% of 360,000 active;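 active = inhibition above the campaign mean plus 3 SD, with each screening campaign given its own cutoff, cut at about 60% in these data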;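 note: 0% = DMSO treated cells and 100% = gossypol at 36 µM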
Exocytosis inh = LAMP-1 surface exposure blockers, TALL-104 cells – cell-based, flow cytometry, MLPCN library, primary screen; TALL-104 LAMP-1 surface exposure; cells stimulated with thapsigargin and PMA; 0.66% of 360,000 active; inhibition, % at 10 µM;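 active = inhibition above about 55%, limit read from the data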
TWEAK-Fn14 inh = inhibitors of TWEAK-Fn14 signaling, primary screen, luciferase reporter cells, uHTS; TWEAK-stimulated Fn14 reporter cells, luciferase luminescence, 8 h; inhibition, % at 10 µM; 2% of 360,000 active; AID 1159606, 2016; in the data active = inhibition above about 50%
NCOA3 inh = SRC3 coactivator transcriptional activity inhibitors, primary screen, cell-based, luminescence; 0.17% of 360,000 active; HEK293 GAL4-SRC3 luciferase reporter; Nuclear receptor coactivator 3 (Homo sapiens), Q9Y6Q9; inhibition, % at 3.6 µM;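 active = inhibition above a per-campaign cutoff, the mean of all compounds plus 3 SD, cut at about 60% in these data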;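 note: 0% = DMSO-treated cells and 100% = gossypol-treated cells at 36 µM; higher means less SRC3-driven luciferase light from the GAL4 reporter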
TLR9-MyD88 block = inhibitors of TLR9-MyD88 association in cells, primary screen, cell-based, CHO, BLA complementation, fluorescence; CCF4 FRET ratio; AID 504734, 2011; 0.21% of 340,000 active; Toll-like receptor 9 (Homo sapiens) + Myeloid differentiation primary response protein …; inhibition, % at 4.98 µM;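 active = inhibition above the mean over all tested compounds plus 3 SD, cut at about 21% in these data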;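 note: 0% = DMSO only wells and 100% = clavulanate BLA inhibitor control wells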
COUP-TFII inh = NR2F2 transcriptional activity inhibitors, primary screen, cell-based, luciferase reporter, HEK293T, luminescence | COUP transcription factor 2 (Homo sapiens), P24468 | HEK293T NGFI-A luciferase reporter | inhibition, % at 8.6 µM | 0.7% of 370,000 active;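 active = inhibition above a per-plate cutoff, mean inhibition of test wells between control levels plus 3 SD, cut at about 38% in these data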;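 note: cells cotransfected with COUP-TFII expression vector driving the NGFI-A reporter; 0% = median of COUP-TF2 test wells and 100% = reporter-only cells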
TROY NFkB inh = inhibitors of TROY-driven NF-kB signaling, primary screen, Q293 LMP1-TROYcd cells, NF-kB luciferase, uHTS. Q293 LMP1-TROYcd NF-kB luciferase reporter, 4 h. 0.98% of 360,000 active. inhibition, % at 10 µM;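 active = compounds whose plate-normalised and pattern-corrected inhibition of the luciferase reporter signal at the single screening dose is 50% or more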
Starred values were filed as active, the others as inactive; x = no result given.

Molecule	COUP-TFII inh	ABHD5 PLIN5 PPI	TROY NFkB inh	NOD2 RIPK2 PPI	NCOA3 inh	NR5A2 inv ag	TWEAK-Fn14 inh	TLR9-MyD88 block	NCOA2 inhibitor	NCOA1 inh	Exocytosis inh
Cc1sc2ncn(CC(=O)N(C)C3CCCCC3)c(=O)c2c1C	-4.9	9.3	-4.8	-11.1	5.5	-5.8	-18.7	-6.5	-25.6	-19.2	-1.7
CCC(=O)NC(Nc1ccccn1)(C(=O)OC)C(F)(F)F (stereo unspecified)	-2.2	0.4	4.4	-6.7	7.1	-11.6	13.1	-1.1	12.8	-32.1	4.3
COC(=O)Cn1c2ccccc2c2nc3ccccc3nc21	-9.7	-6.4	-42.7	1.7	-56.1	-12.4	-3.2	-0.4	1.9	-65.5	4.4
CC1=C/C(=C\c2ccc(Br)o2)C(=O)O1	8.1	-0.8	-1.9	5.0	13.2	4.7	10.1	-3.6	-18.1	-6.5	-3.1
CCC(C)(C)n1nnnc1C(c1cc(OC)ccc1OC)N1CCN(Cc2ccccc2)CC1 (stereo unspecified)	-6.1	-3.5	-17.9	-4.5	13.9	-0.3	-13.4	-6.0	-14.5	14.0	-2.9
CC12CCC(C(=O)NCc3ccccc3Cl)(OC1=O)C2(C)C (stereo unspecified)	3.5	-3.8	-19.8	-5.9	-21.0	-11.4	-9.4	-2.5	23.5	5.3	9.4
CC#CCCCC(=O)Nc1cc(OC)nc(OC)n1	-2.1	-0.2	-8.9	-1.4	2.5	-17.7	0.7	-7.2	-30.2	-3.8	1.7
O=C(Nc1ccccc1)c1ccsc1	-26.3	4.0	-21.4	-5.8	-19.0	-22.5	8.2	-4.1	-20.8	-23.2	6.9
Cc1sc(NC(=O)CSc2nnc(C)c(=O)[nH]2)c(C#N)c1C	-2.9	-3.2	2.3	-14.1	4.2	5.6	-4.4	2.1	-8.4	-5.7	-3.1
CSc1nc2ccc(NC(=O)CSc3nnc(N)s3)cc2s1	-26.6	-0.1	-63.0	-9.8	-11.1	-30.6	10.3	2.0	-26.5	-37.4	2.5
CCC(C)NCC(O)COCc1ccc(Cl)cc1 (stereo unspecified)	-0.8	9.8	-4.0	-17.4	14.4	8.0	10.2	-11.6	-5.8	-10.2	0.5
COc1ccc(S(=O)(=O)N(C)c2ccc(C(=O)N3CCOCC3)cc2)cc1OC	6.4	-1.6	-12.6	-2.5	7.9	9.3	-13.3	-1.2	13.2	-10.2	-2.0
O=C(CNS(=O)(=O)c1cccc2nsnc12)NCc1ccc(Cl)cc1	8.6	0.0	14.6	-1.3	6.5	-2.9	-19.2	-3.5	14.6	-12.6	-1.0
NS(=O)(=O)c1ccc(NC(=O)C2CCCN(S(=O)(=O)c3ccc(F)cc3)C2)cc1 (stereo unspecified)	-5.7	4.1	-16.2	-9.1	-2.6	1.6	17.9	0.1	-17.6	-11.6	3.8
COc1ccc(S(=O)(=O)Nc2ccc(S(=O)(=O)N3CCOCC3)cc2)cc1C	-13.2	-5.7	3.1	-1.2	13.8	15.0	-7.0	1.3	-0.9	-6.6	0.6
Cc1ccccc1NC(=O)Cc1nc(COC(=O)COc2cccc(C)c2C)cs1	14.3	2.1	-23.2	2.6	-1.4	10.2	-0.5	-6.5	7.8	5.0	14.6
CC(C)(C)c1ccc(C(=O)NNC(=O)c2ccncc2)cc1	-10.3	-2.4	-14.9	-1.3	6.7	7.8	-5.1	-4.6	-32.3	-10.2	-0.4
C#CCOCCOCCOCCNc1nc(N2CCN(C(=O)Cn3cc(CCCCN)nn3)CC2)nc(N2CCN(C(=O)[C@H](CCCCN)n3cc(CCC(=O)O)nn3)CC2)n1	13.0	-0.4	14.7	2.4	-9.6	5.7	-4.5	3.8	-14.9	-21.1	0.7
CCOC(=O)c1ccc(NC(=O)CCc2ccc(C)o2)cc1	-10.1	6.3	-22.7	3.8	-10.5	-1.6	2.9	-10.3	-21.5	10.9	1.8
Clc1ccc(-c2csc(Nc3ccccc3)[n+]2Cc2ccco2)c(Cl)c1	-4.5	-10.1	18.2	-7.6	-25.7	-38.3	23.4	4.2	-18.3	-43.2	4.0

(list continues)
Molecule	COUP-TFII inh	ABHD5 PLIN5 PPI	TROY NFkB inh	NOD2 RIPK2 PPI	NCOA3 inh	NR5A2 inv ag	TWEAK-Fn14 inh	TLR9-MyD88 block	NCOA2 inhibitor	NCOA1 inh	Exocytosis inh
CN(C)C(=O)/C(=C\c1ccncc1)NC(=O)c1ccccc1	-14.6	-5.1	9.8	8.5	-6.1	-19.0	24.5	2.5	-2.0	5.4	-0.7
CCN(CC)c1ccc(/C=C(\C#N)c2ccccn2)cc1	x	-8.1	70.9*	10.8	-37.3	-44.2	76.9*	15.7	x	-47.4	-1.4
O=C1CCN(C(=O)c2cccs2)c2ccccc21	16.1	6.0	-11.3	-1.3	11.4	2.4	-5.6	2.9	-0.6	8.2	2.0
O=C(Nc1ccc(F)c(Cl)c1)c1cncs1	-0.2	-0.2	-21.7	9.0	-7.5	20.6	9.4	-13.5	-11.5	7.0	5.4
O=C(NCc1ccccc1F)c1ccc(S(=O)(=O)N2CCCCCC2)cc1	0.2	-17.5	0.1	-6.4	4.3	12.7	-16.8	1.4	-0.1	-22.1	0.2
S=C(Nc1ccc2nc(-c3ccccn3)c(-c3ccccn3)nc2c1)N1CCOCC1	2.1	-21.0	3.7	14.2	8.0	1.4	-9.1	7.0	3.1	-2.3	-0.2
CCOC(=O)c1c(NC(=O)COC(=O)Cn2cnc3ccccc32)sc(C)c1C	-6.2	0.4	-7.1	-10.6	13.3	8.8	3.5	2.7	9.3	18.6	-0.4
O=C(NCCN1CCOCC1)Nc1ccc(F)cc1	-1.7	-4.0	-13.7	9.8	-29.8	-14.5	-14.9	-2.5	2.6	7.7	-1.3
Cn1cnnc1SCC(=O)NC1CCCCCC1	-8.4	4.4	14.3	-7.7	3.3	8.9	17.6	0.5	-8.2	-13.8	-4.5
O=C(/C=C/c1ccc(F)cc1)NC(=S)NNC(=O)c1cnccn1	0.2	8.7	3.0	-3.1	-17.4	13.8	0.2	4.8	-23.5	-8.0	3.9
COc1ccc(-c2nc(N)n(C(=O)c3ccccc3)n2)cc1	4.6	-5.0	-5.1	8.6	-3.1	-7.4	14.0	-13.8	-2.3	9.8	-1.4
O=C(CSc1ncccc1C(=O)O)NCc1ccc(F)cc1	-16.6	-2.7	-7.3	-16.4	-1.3	-0.2	5.3	-1.3	-42.8	-5.3	3.3
CS(=O)(=O)Nc1ccc(Br)cc1C(=O)c1ccccc1	-6.0	-4.3	-2.9	-5.4	-12.9	12.6	2.6	3.8	-2.4	-5.1	-0.9
CCOC(=O)c1c(C)c(C(=O)Nc2ccc(F)cc2)c(C)n1C	14.3	1.5	-4.8	-11.2	-1.4	-12.3	-13.7	-6.1	-63.5	-20.9	0.2
O=C(O)C1C(C(=O)Nc2ccc(Cl)cc2)C2C=CC1C21CC1 (stereo unspecified)	-10.8	0.5	-3.6	-2.6	0.2	15.6	-1.6	-0.2	-8.7	1.1	-3.2
CC1CCN(C(CNS(=O)(=O)c2ccccc2)c2ccccc2)CC1 (stereo unspecified)	9.4	3.7	-1.0	-3.2	10.1	6.3	2.7	-4.0	-0.4	-4.3	10.3
Cc1cc(C(=O)COc2ccc(C#N)cc2)c(C)n1-c1ccc2c(c1)OCO2	3.2	-5.1	0.7	4.1	16.9	-5.1	88.6*	9.1	-10.5	-5.1	-1.4
COc1cccc(CN(C)C(=O)CN2C(=O)NC(c3ccccc3)(c3ccccc3)C2=O)c1OC	-10.6	7.5	17.0	-0.8	4.3	3.2	6.9	-2.4	-6.2	-6.3	7.4
CN(CC(=O)Nc1cccc(S(=O)(=O)NC2=NCCC2)c1)Cc1ccccc1Cl	-6.2	5.2	-11.6	-19.2	27.9	16.0	-4.5	-2.8	-12.6	-3.7	1.7
Brc1ccccc1/C=N/N1CCCCC1	-3.4	-5.5	-36.3	-1.2	-4.4	-7.2	2.9	2.9	13.8	-19.2	5.7

Next section:
Molecule	COUP-TFII inh	ABHD5 PLIN5 PPI	TROY NFkB inh	NOD2 RIPK2 PPI	NCOA3 inh	NR5A2 inv ag	TWEAK-Fn14 inh	TLR9-MyD88 block	NCOA2 inhibitor	NCOA1 inh	Exocytosis inh
CN1CCN(C(=O)/C(=C/c2ccc(F)cc2)c2ccsc2)CC1	-9.2	1.4	-0.4	-0.6	-8.5	-0.8	2.2	-7.9	19.3	-12.5	-0.9
CCOc1ccc(C2N(c3cc(C)on3)C(=O)C3CCCN32)cc1OC (stereo unspecified)	11.6	-6.0	13.2	-3.7	-8.7	-3.6	-6.7	-4.3	6.5	-0.7	-2.7
CCOC(=O)N1CCN(Cc2nc3c(c(=O)n(C)c(=O)n3C)n2CCCc2ccccc2)CC1	12.8	0.3	-10.6	1.7	2.2	-15.9	2.4	1.6	5.5	10.6	0.5
CC(Sc1ccc(Cl)cc1)C(=O)Nc1ccc2c(c1)OCO2 (stereo unspecified)	8.0	-4.1	-22.1	-7.9	4.7	7.8	-7.2	-21.8	-12.7	-2.2	-1.5
COc1ccc(CCNC(=O)CCc2ccc(OC)cc2)cc1	-11.7	-8.3	2.4	1.9	-0.2	-7.1	-6.6	7.0	-6.0	1.9	-3.4

Some of the compounds tested; count on the stated rates, not on these rows.
